# OXTR ag: human OXTR agonism. 320,000 compounds, 0.32% hits. P30559. activation, % at 3 µM. CHO-OTR cells, Fluo-8 calcium fluorescence; normalized: DMSO 0%, oxytocin 100%;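 active means activation above the mean of all tested compounds plus 3 SD, cutoff set per screening run, cut at about 20% in these data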;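 further: peak over basal fluorescence ratio from a 100 s FLIPR kinetic read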
# Target sequence (P30559 whole entry, looked up): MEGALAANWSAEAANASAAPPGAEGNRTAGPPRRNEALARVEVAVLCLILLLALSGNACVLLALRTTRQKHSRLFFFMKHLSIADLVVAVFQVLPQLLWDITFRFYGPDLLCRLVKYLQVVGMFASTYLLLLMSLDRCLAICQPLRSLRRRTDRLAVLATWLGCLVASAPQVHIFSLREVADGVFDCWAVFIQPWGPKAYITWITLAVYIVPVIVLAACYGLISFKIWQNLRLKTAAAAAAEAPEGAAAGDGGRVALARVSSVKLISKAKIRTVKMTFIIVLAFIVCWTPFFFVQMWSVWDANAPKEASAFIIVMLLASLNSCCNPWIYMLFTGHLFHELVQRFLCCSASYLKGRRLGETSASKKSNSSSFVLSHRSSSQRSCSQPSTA
# V1aR counter: V1a receptor agonism, counter-screen for OXTR agonists; P37288; CHO-V1R cells, Fluo-8 calcium fluorescence, agonist mode; 0% DMSO, 100% 3 nM vasopressin; activation, % at 3 µM; 320,000 compounds, 0.25% hits;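 active means activation above the mean activation of all tested compounds plus 3 SD, per screening run, cut at about 20% in these data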;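 further: signal is peak over basal fluorescence ratio across a 100 second FLIPR read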
# Target sequence (P37288 whole entry, looked up): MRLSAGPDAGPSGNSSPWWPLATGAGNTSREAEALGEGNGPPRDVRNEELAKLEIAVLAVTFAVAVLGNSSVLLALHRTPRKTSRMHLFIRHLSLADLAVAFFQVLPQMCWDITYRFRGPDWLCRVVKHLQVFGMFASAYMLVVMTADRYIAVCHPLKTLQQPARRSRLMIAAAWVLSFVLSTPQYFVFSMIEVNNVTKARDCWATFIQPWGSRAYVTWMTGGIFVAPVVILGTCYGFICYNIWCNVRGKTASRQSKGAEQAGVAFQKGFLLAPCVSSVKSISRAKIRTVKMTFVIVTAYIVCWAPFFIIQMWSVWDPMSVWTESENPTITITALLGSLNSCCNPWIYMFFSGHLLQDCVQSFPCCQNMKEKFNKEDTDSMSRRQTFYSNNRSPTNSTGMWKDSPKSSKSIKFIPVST
# CHO-K1 Ca antag: counter-screen for M1 antagonists: effect in parental CHO-K1 cells | ATP-induced calcium, Fluo-8 fluorescence | inhibition, % at 3 µM | 360,000 compounds, 0.6% hits | AID 602250;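 active means inhibition above a per-plate cutoff, the plate's mean sample inhibition plus 3 SD, cut at about 24% in these data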;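 further: 0% = DMSO plus EC80 ATP and 100% = DMSO alone without ATP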
# M1 PAM parental: counter-screen for M1 PAMs: effect in parental CHO-K1 cells; 360,000 compounds, 0.02% hits; activation, % at 3 µM; AID 602247; ATP EC20, Fluo-8 calcium fluorescence; 0% at ATP EC20, 100% at ATP max;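 active means activation above the run cutoff, the mean activation of all test compounds plus 3 SD, cut at about 40% in these data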;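 further: peak over basal fluorescence ratio in a 140 s read after ATP addition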
# OXTR potentiate: human OXTR potentiation; activation, % at 3 µM; CHO-OTR cells, Fluo-8 calcium fluorescence, potentiator mode; 0% = oxytocin EC15, 100% = EC100; AID 2445; 320,000 compounds, 0.061% hits;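 active means activation above that plate's cutoff, the mean activation of tested compounds plus 3 SD, cut at about 6.6% in these data, passing the limit was not always enough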;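 further: 100% uses oxytocin at 75 nM as the full agonist control; some results filed as inactive read as strong as hits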
#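 Assay system: CHO cell line stably expressing human OTR. Reagent: EC15 oxytocin agonist. Dosing: single dose, 3.0 µM nominal final compound concentration. Timing: compound 6 min at room temperature before oxytocin, 100 s read. Signal: kinetic Fluo-8 calcium fluorescence. Controls: oxytocin EC15 low and EC100 high.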
# TAAR1 antag: human TAAR1 antagonism; Q96RJ0; inhibition, % at 3 µM; 360,000 compounds, 1.5% hits; CHO RD-HGA16 TAAR1, Fluo-8 calcium fluorescence, antagonist; AID 624466;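 active means inhibition above a per-plate cutoff, the mean inhibition of test compounds on that plate plus 3 SD, cut at about 49% in these data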;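 further: 0% = DMSO plus EC80 beta-PEA response and 100% = DMSO alone without agonist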
#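 test system = CHO RD-HGA16 cells bearing hTAAR1 | replication = singlicate | controls = DMSO-only wells and EC80 β-PEA-stimulated wells | reagent = EC80 β-phenethylamine stimulus | read-out basis = percent inhibition of PEA-evoked calcium signal, max/basal emission ratio | schedule = seeding 17-24 h prior, 75-min 37 °C, 30-min RT dye loading | signal = kinetic Fluo-8 calcium fluorescence measurement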
# GPR7 antagonist: blocks human GPR7 receptor signaling; P48145; GPR7-expressing cells, fluorescence antagonist assay; inhibition, % at 4.4 µM; 290,000 compounds, 1.1% hits; in the data active means inhibition above about 16%, passing the limit was not always enough;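 further: cells stimulated with the agonist NPW; 0% = agonist with vehicle and 100% = vehicle without agonist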
# CHO-K1 Ca ag: counter-screen for M1 agonists: effect in parental CHO-K1 cells; activation, % at 3 µM; Fluo-8 calcium fluorescence; scaled to maximal ATP response, vehicle zero; 360,000 compounds, 0.48% hits; AID 602248; in the data active means activation above about 15%;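 further: untransfected CHO-K1 host cells lacking M1 receptor as counterscreen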
# CHO parental Ca: counter-screen: ATP calcium response change in parental CHO cells. inhibition, % at 5.6 µM. AID 463079. 330,000 compounds, 0.63% hits. parental CHO-K1, ATP-induced calcium, Fluo-8 fluorescence;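 active means inhibition above that plate's mean sample inhibition plus 3 SD, cut at about 26% in these data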;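 further: 0% = ATP-challenged DMSO wells and 100% = DMSO wells without ATP; some compounds past the cut are filed as inactive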
#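 Test system: parental CHO cells; detection: calcium-sensitive Fluo-8 fluorescence; evaluation: percent inhibition of calcium signal; also added: ATP as calcium-mobilizing challenge; repeats: one well per compound; control set: ATP-challenged DMSO wells low, unchallenged DMSO wells high; compound: single nominal dose of 5.6 µM per compound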
# Starred values were filed as active, the others as inactive; · = not tested or not shown.
# The first seven records, to show the layout:
SMILES,OXTR ag,V1aR counter,CHO-K1 Ca antag,M1 PAM parental,OXTR potentiate,TAAR1 antag,GPR7 antagonist,CHO-K1 Ca ag,CHO parental Ca
CCC1C(=O)C(CC)C(c2ccccc2)NC1c1ccccc1 (stereo not drawn),-1.6,-0.7,-17,13,-16,3,-25,-1.4,-34
CCOC(=O)c1cnc(-c2ccccc2)nc1Oc1ccc(Cl)c(Cl)c1,-0.2,1.7,-13,17,-11,1,19*,0.6,-4
O=C(OCCn1cncn1)c1cc2ccccc2oc1=O,0.5,-0.2,-7,14,-13,-5,-1,1.2,2
CC(C)CN1C(=O)C(=O)N(CC(=O)Nc2cccc(Cl)c2Cl)C1=O,0.4,-0.4,-13,3,-3,4,·,0.6,-8
O=c1c(Cl)nc2cc(Cl)ccc2n1CCNc1ncc(C(F)(F)F)cc1Cl,-0.3,0.5,16,-9,-4,·,0,0.1,-16
CC(=O)Nc1cc(-c2cccc(F)c2)cn2c(-c3ccccc3)cnc12,·,·,0,5,·,61*,·,0.5,·
O=C(Nc1c2c(nn1-c1ccc(F)cc1)CS(=O)(=O)C2)C12CC3CC(CC(C3)C1)C2,-1.5,-0.7,-24,16,-4,16,15,0.9,-9

# The list itself, from the start:
SMILES,OXTR ag,V1aR counter,CHO-K1 Ca antag,M1 PAM parental,OXTR potentiate,TAAR1 antag,GPR7 antagonist,CHO-K1 Ca ag,CHO parental Ca
CCC1C(=O)C(CC)C(c2ccccc2)NC1c1ccccc1 (stereo not drawn),-1.6,-0.7,-17,13,-16,3,-25,-1.4,-34
CCOC(=O)c1cnc(-c2ccccc2)nc1Oc1ccc(Cl)c(Cl)c1,-0.2,1.7,-13,17,-11,1,19*,0.6,-4
O=C(OCCn1cncn1)c1cc2ccccc2oc1=O,0.5,-0.2,-7,14,-13,-5,-1,1.2,2
CC(C)CN1C(=O)C(=O)N(CC(=O)Nc2cccc(Cl)c2Cl)C1=O,0.4,-0.4,-13,3,-3,4,·,0.6,-8
O=c1c(Cl)nc2cc(Cl)ccc2n1CCNc1ncc(C(F)(F)F)cc1Cl,-0.3,0.5,16,-9,-4,·,0,0.1,-16
CC(=O)Nc1cc(-c2cccc(F)c2)cn2c(-c3ccccc3)cnc12,·,·,0,5,·,61*,·,0.5,·
O=C(Nc1c2c(nn1-c1ccc(F)cc1)CS(=O)(=O)C2)C12CC3CC(CC(C3)C1)C2,-1.5,-0.7,-24,16,-4,16,15,0.9,-9
Cc1ccc(S(=O)(=O)/N=C(/NC(=S)Nc2ccccc2)c2ccccc2)cc1,-1.4,0.0,-12,11,0,12,-9,0.6,10
COc1ccc(-c2ccc(OC(=O)NC3CCS(=O)(=O)C3)cc2)cc1 (stereo not drawn),2.5,2.2,-4,16,0,-18,-3,4.1,-2
Cc1cc(=O)[nH]c(Cc2ccc(OC(C)C)cc2)n1,-0.2,1.1,-13,0,1,-14,-7,0.4,-4
CCn1c2ccc(/C(C)=N\O)cc2c2cc(/C(C)=N\O)ccc21,-1.9,-0.4,-1,10,-9,-4,-3,-0.1,-12
CCN(CC)C(=O)c1cnn(-c2ccccc2)c1NC(=O)c1cccs1,-0.6,0.1,-1,3,-2,-10,-6,-0.1,-31
COc1cc2ccc(NC(C)=O)cc2cc1OC,·,·,-15,27,·,-12,·,0.3,·
N#CCCC1(CCC#N)c2ccccc2C(=O)c2ccccc21,·,·,-3,22,·,-2,·,0.3,·
O=C(Cn1ncc2c([nH]c3ccccc32)c1=O)N1CCOCC1,-1.1,0.4,20,-18,-16,-20,4,11,9
COc1ccc(NC(=O)C2CCC(CNc3c(N4CCCCC4)c(=O)c3=O)CC2)c(OC)c1 (stereo not drawn),-1.1,-0.2,-9,6,-7,-22,-10,-0.2,-12
COc1ccccc1N1CCN(CCCC(=O)c2ccc(F)cc2)CC1,0.8,2.3,12,-1,-2,3,-2,0.4,-17
COc1ccc(C(C#N)N2N=C(C)CC2(C)C)cc1OC (stereo not drawn),0.7,1.4,-10,19,0,-10,5,0.8,-14
c1ccc(CCc2ccccc2-c2nc(-c3ccccn3)no2)cc1,-1.6,0.1,9,-3,-4,51*,-13,0.4,-20
O=C(CSc1nnc(Nc2ccccc2F)s1)c1cc2ccccc2o1,1.4,0.2,-8,29,-8,-3,-1,2.7,-3
COc1ccc(C(=O)Nc2ccccc2N2CCOCC2)cc1[N+](=O)[O-],-0.7,0.1,7,-5,-7,-5,-11,0.8,-21
CCOC(=O)C1CCN(S(=O)(=O)c2ccccc2[N+](=O)[O-])CC1,-0.4,0.3,17,-19,-7,-12,·,0.1,1
COC(=O)COc1cc(C)cc2oc(=O)c(CC(=O)OC)c(C)c12,0.8,0.3,13,-4,0,-7,-7,0.3,-1
O=C1OC(c2ccc3c(c2)OCO3)N(C(=O)c2ccc(Cl)c(Cl)c2)c2ccccc21 (stereo not drawn),1.3,2.2,-7,5,-18,19,2,1.3,2
Cc1cc(=O)c(C(=O)Nc2cccc(N3CCCC3=O)c2)nn1-c1ccccc1F,-1.0,-0.4,13,-15,-2,-17,·,-0.4,-13
SMILES,OXTR ag,V1aR counter,CHO-K1 Ca antag,M1 PAM parental,OXTR potentiate,TAAR1 antag,GPR7 antagonist,CHO-K1 Ca ag,CHO parental Ca
CN(C)S(=O)(=O)N1CCN(c2ccc([N+](=O)[O-])cc2)CC1,0.1,3.1,-7,17,-6,12,3,1.8,29*
NC(=O)c1sc2nc(-c3cccnc3)ccc2c1N,-1.2,-0.6,5,-7,-3,2,-3,0.1,-15
CCCNC(=O)c1ccc(OC)cc1OC,-2.3,0.0,9,-2,-9,-8,-14,-0.4,-5
CCCCn1c(N)c(N(CCOC)C(=O)CSc2nnc(C)n2-c2ccc(OC)cc2)c(=O)[nH]c1=O,-0.3,1.6,8,10,-8,3,·,-0.3,-18
N#Cc1cc([N+](=O)[O-])ccc1NCCc1ccccn1,1.9,0.3,-13,6,1,1,-5,0.9,1
Brc1ccc(-c2nc(-c3ccncc3)no2)cc1,0.7,0.9,-14,3,0,4,-8,0.3,-6
O=C(NCc1ccccc1Cl)C1CCN(S(=O)(=O)N2CCOCC2)CC1,-1.1,0.2,-10,12,-13,-9,-10,0.6,2
CCCCOc1ccc(C(=O)NCC(=O)OCC(=O)c2c(N)n(C)c(=O)n(C)c2=O)cc1,-1.2,0.1,1,-1,3,-4,·,-0.5,-22
O=S(=O)(Nc1cc(S(=O)(=O)N2CCOCC2)ccc1N1CCOCC1)c1ccc2c(c1)OCCO2,-1.2,0.4,-9,27,-11,-7,9,2.3,-26
CCOC(=O)N1CCC(NC(=O)C2CCCN(C(=O)c3cc4sccc4n3C)C2)CC1 (stereo not drawn),-1.1,-0.8,21,-8,0,-13,-5,0.7,-12
CCN1CCN(c2nc(C)c3c(n2)CC(C)CC3=O)CC1 (stereo not drawn),0.8,0.3,-11,-6,-3,-4,6,0.9,-18
O=C(Cn1nnc2ccccc21)Nc1ccccc1[N+](=O)[O-],0.9,0.7,-15,2,-8,-19,-9,0.5,0
CC(=O)NN1C(=O)c2ccc(Oc3ccc4c(c3)C(=O)N(NC(C)=O)C4=O)cc2C1=O,-0.2,0.0,·,·,-12,·,-13,·,-6
CCn1nc(NC(=O)c2ccccc2)c2cc3cccc(C)c3nc21,-2.3,-0.8,-7,2,-10,46,-22,3.2,-23
Cc1nc2ccccn2c1C(=O)NNC(=O)Nc1ccccc1,0.1,0.7,-2,2,-3,-20,-15,1.0,-3
O=C(NNC(=O)C1CCN(S(=O)(=O)c2cccc(Cl)c2)CC1)C1CC1,0.6,0.4,8,-15,4,-31,4,0.1,-2
N/C(Cc1ccc(Cl)cc1)=N\OC(=O)c1ccccc1,-1.1,-1.0,-7,19,-2,9,-2,0.6,-11
OC1CCCN(Cc2cccc3ccccc23)C1 (stereo not drawn),1.7,1.0,3,13,-5,-8,-3,0.5,-11
COc1ccc(CN(C(=O)Cc2cccs2)C(C(=O)NC2CCCC2)c2ccncc2)cc1 (stereo not drawn),-0.6,-1.0,-20,19,-5,-19,-9,0.4,-20
CCCN1CCCc2cc(CN)ccc21,2.1,1.5,-11,2,1,-13,-14,0.4,0
CCCCn1c(N)c(N(CCOC)C(=O)CSc2nnc(-c3ccco3)n2CC)c(=O)[nH]c1=O,2.6,1.0,-10,15,-4,-12,·,0.0,-8
CC(O)[C@@H](NC(=O)C1CCC(CNC(=O)[C@H](Cc2ccccc2)NC(=O)OC(C)(C)C)CC1)C(=O)O (stereo partly drawn),-1.2,0.4,-5,-3,-7,-19,-16,0.8,-2
CCCN(CCC)Cc1cc(=O)oc2ccc3ccccc3c12,·,·,-25,27,·,5,·,0.1,·
COc1ccc(NC(=O)C2CCCO2)cc1 (stereo not drawn),0.8,2.2,-14,1,-11,10,-6,-0.3,-13
CCN(Cc1ccccc1)C(=O)CCc1nc(CN2CCN(C(=O)c3ccc([N+](=O)[O-])cc3)CC2)no1,-0.8,-0.8,-6,-8,-7,-15,-5,0.7,-5
SMILES,OXTR ag,V1aR counter,CHO-K1 Ca antag,M1 PAM parental,OXTR potentiate,TAAR1 antag,GPR7 antagonist,CHO-K1 Ca ag,CHO parental Ca
COc1nc(OCCNC(=O)Nc2ccccc2)nc(N(C)C)n1,-0.6,0.1,3,6,-16,-25,14,1.0,-19
O=C(CN1CCN(Cc2ccccc2Cl)C1=O)NCCCN1CCOCC1,1.3,0.3,-11,11,5,-7,-3,0.0,-4
Cc1cc2nc(C3CCCCC3)c(Cc3ccccc3)n2c(C)c1Br,·,·,-25,7,·,-35,·,0.6,·
O=C(CN1C(=O)COc2ccccc21)NCCCN1CCN(Cc2ccccc2)CC1,-0.3,-0.1,-8,2,-1,-31,-6,-0.9,-18
COc1ccc(N(CC(=O)N2CCN(Cc3ccccc3)CC2)S(C)(=O)=O)c(OC)c1,0.2,0.4,-8,12,4,-9,-15,-0.4,-6
COc1ccc2c(CC(=O)NCCN3C(=O)S/C(=C\c4cccnc4)C3=O)coc2c1,-1.4,-0.6,-6,17,-18,9,-2,3.5,-11
CCOC(=O)CC1=C(C(=O)OCC)C(c2cccnc2)C(C#N)=C(N)O1 (stereo not drawn),1.0,8.0,-13,20,3,-3,8,0.9,-15
CC(Cc1ccccc1)NC(=O)CCNNC(=O)c1ccncc1 (stereo not drawn),·,·,0,-11,·,-4,·,-0.3,·
